Compound activity: PubChem BioAssay, National Center for Advancing Translational Sciences (NCATS)
FEN1 inhibitor: inhibitors of human flap endonuclease 1; P39748; Recombinant FEN1 flap cleavage, fluorescence, 15 min; hit rate 0.35% among 390,000; Potency, µM (titrated, usually from 114 µM), for inactives: at the top dose activity change, negative = inhibition, usual class: inhibitors; note: nearly all actives have a fitted effect of over 65% in size
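Enzyme 10 nM, 15 min RT preincubation with compound; start with substrate 50 nM final; reads at 0 and 15 min; qHTS titration, four-parameter Hill fit.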
TDP1 cell CPT: DT40-hTDP1 cell growth loss with CPT; chicken DT40 Tdp1-/-;hTDP1 cells + 20 nM CPT, ATP luminescence, 48 h; Potency, µM (titrated, usually from 46.2 µM), for inactives: at the top dose activity change, negative = growth inhibition, most hits filed as inhibitors; hit rate 12% among 420,000; note: nearly all actives have a fitted effect of over 55% in size
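Chicken DT40 Tdp1-/- cells complemented with human TDP1, 400 cells/well, exposed to compounds plus 20 nM camptothecin for at least 48 h at 37 C; viability read as ATP content by CellTiter-Glo luminescence.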
KAT2A inh: GCN5L2 (KAT2A) acetyltransferase inhibition; Q92830; GCN5L2 HAT assay, ThioGlo1 CoA-SH fluorescence; Potency, µM (series often up to 58.9 µM), inactives show at the highest dose activity change, negative = inhibition, actives largely listed as inhibitors; hit rate 0.21% among 390,000
Target sequence (Q92830 whole entry, looked up): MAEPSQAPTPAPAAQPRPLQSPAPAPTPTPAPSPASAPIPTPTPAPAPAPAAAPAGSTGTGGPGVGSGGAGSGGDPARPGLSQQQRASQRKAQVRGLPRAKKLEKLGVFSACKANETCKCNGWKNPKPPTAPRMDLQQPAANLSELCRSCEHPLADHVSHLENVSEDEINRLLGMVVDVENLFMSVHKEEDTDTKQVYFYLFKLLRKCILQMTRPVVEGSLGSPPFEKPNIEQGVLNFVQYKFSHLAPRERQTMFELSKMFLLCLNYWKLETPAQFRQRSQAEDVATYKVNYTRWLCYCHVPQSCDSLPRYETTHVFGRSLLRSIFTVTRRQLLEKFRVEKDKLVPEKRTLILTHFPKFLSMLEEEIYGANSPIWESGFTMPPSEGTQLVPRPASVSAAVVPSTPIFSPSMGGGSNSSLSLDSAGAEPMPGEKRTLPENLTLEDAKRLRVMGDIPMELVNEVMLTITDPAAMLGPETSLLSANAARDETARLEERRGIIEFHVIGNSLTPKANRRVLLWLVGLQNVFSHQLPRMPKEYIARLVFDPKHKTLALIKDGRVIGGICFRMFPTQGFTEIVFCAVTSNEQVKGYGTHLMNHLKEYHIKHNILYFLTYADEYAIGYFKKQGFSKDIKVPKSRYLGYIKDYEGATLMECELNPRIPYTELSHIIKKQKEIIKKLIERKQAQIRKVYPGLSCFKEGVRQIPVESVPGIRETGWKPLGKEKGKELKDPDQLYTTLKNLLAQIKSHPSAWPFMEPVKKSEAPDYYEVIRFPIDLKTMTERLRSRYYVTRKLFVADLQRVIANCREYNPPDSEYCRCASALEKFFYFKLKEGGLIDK
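Free CoA generated was detected with ThioGlo1 (50uM) fluorescence at Ex340nm/Em540nm, read immediately and after 20 min at room temperature. Enzyme, 20 nM in HEPES pH 7.5 buffer, saw compounds 15 min before adding 75uM H3(1-25) peptide and 70uM acetyl-CoA.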
An asterisk follows results filed as active; ? = inconclusive; nt = no result given; & = joins results of further samples; [ ] = another dose, or the depositor's remark. Calls come from the whole dose curve; as a rule, active = well fitted curve in the direction sought with a large enough effect; inconclusive = small, poorly fitted or top-dose-only effect, or another doubt; inactive = no such curve, though single readings can be large; an effect the other way counts as inactive or inconclusive. % is set by controls: 0 for no effect and ±100 for the full control effect; potency is the fitted concentration of half-maximal effect. A portion of the library; rates above refer to the full screens.

SMILES | FEN1 inhibitor | TDP1 cell CPT | KAT2A inh
COc1ccc(S(=O)(=O)Nc2ccc3c(c2)OCCO3)cc1Cl | 14% | 23µM* | -21%
CC(=O)c1ccc(NC(=O)Nc2ccc([N+](=O)[O-])cc2C)cc1 | -21% | ? | 45%[activator]
CC1CC(C)CN(S(=O)(=O)c2ccc3c(c2)CC(C)N3C(=O)C2CCC2)C1 (stereo unspecified) | -17% | 23µM* | ?
O=C(NC(=S)NCc1ccccc1)c1ccc2c(c1)OCO2 | -14% | -2% | 3%
Cc1cc(/C=C(\C#N)C(=O)NCC2CCCO2)c(C)n1-c1ccc(Cl)cc1 (stereo unspecified) | -9% | 10µM* | -15%
COc1ccc(N2CC(C(=O)Nc3cccc(S(=O)(=O)N4CCCC4)c3)CC2=O)c(OC)c1 (stereo unspecified) | -6% | -19% | 4%
Cc1ccc(N2CCN(Cc3nnc(-c4ccc5c(c4)OCO5)o3)CC2)c(C)c1 | 4% | ? | 3%
COc1ccccc1N1C(=O)c2ccccc2NC1C(OC)OC (stereo unspecified) | -1% | -5% | -1%
CC1CC(=O)Nc2ccccc2N1S(=O)(=O)c1ccc(C#N)cc1 (stereo unspecified) | 11% | -9% | -3%
Cc1cccc(S(=O)(=O)c2cn(C)c3cc(N4CCN(c5ccc(F)cc5)CC4)c(F)cc3c2=O)c1 | -6% | -6% | -2%
COCCC(=O)N1CCC(Oc2ccc(C(=O)N3CCCCCCC3)cc2)CC1 | 15% | ? | -10%
O=C(Cc1ccc([N+](=O)[O-])cc1)Nc1cccnc1 | -4% | -26% | 0%
Cc1ccc(-c2noc(N=O)c2NO)cc1 | -14% | 21µM* | -5%
O=C(Nc1nc(N2C(=O)c3ccccc3C2=O)n(-c2ccccc2)n1)c1ccc(Cl)cc1 | 0% | -6% | -3%
COc1cccc(NC(=O)CSc2nnc(-c3cc(-c4ccccn4)nc4ccccc34)o2)c1 | -3% | -22% | -4%
CC1(C)CC(=O)c2cc(-c3nc(-c4ccccc4)cs3)c(=O)[nH]c2C1 | -1% | 9.2µM* | 3%
COc1ccc(S(=O)(=O)N2CCOCC2)cc1NC(=O)c1ccc(S(=O)(=O)N(C)c2ccccc2OC)cc1 | -11% | ? | nt
CCN(C[C@H]1N[C@@](CC)(C(=O)OC)[C@H]2C(=O)N(Cc3ccccc3)C(=O)[C@@H]12)C(=O)c1ccc(C)cc1 | -4% | ? | -2%
COCCNc1nnc(SC(C)C(=O)Nc2ccc(-c3nc4ccc(C)cc4s3)cc2)s1 (stereo unspecified) | -9% | -28% | -8%
NS(=O)(=O)c1ccc(O)c(N2C(=O)c3cccc4c(C(=O)O)ccc(c34)C2=O)c1 | -3% | 13% | -2%
CSCCC(NC(=O)COc1ccccc1)C(=O)OCCOc1ccc(C)cc1 (stereo unspecified) | ? | ? | -15%
CN1CCN(c2nc(-c3ccccc3C(F)(F)F)nc3ccccc23)CC1 | nt | -5% | -9%
Cc1cc(C)nc(NC(=O)Cc2ccc([N+](=O)[O-])cc2)c1 | 10% | -14% | -1%
Cc1oc(=O)c(NC(=O)c2cccc(Cl)c2)cc1C(=O)c1ccccc1 | 1% | 29µM* | -16%
COc1ccc(OCC(O)CN(C)C(=O)C(C)Oc2ccccc2)cc1 (stereo unspecified) | 10% | -26% | -10%

The final 7 records of the section before are carried over, then new ones follow.
SMILES | FEN1 inhibitor | TDP1 cell CPT | KAT2A inh
COCCNc1nnc(SC(C)C(=O)Nc2ccc(-c3nc4ccc(C)cc4s3)cc2)s1 (stereo unspecified) | -9% | -28% | -8%
NS(=O)(=O)c1ccc(O)c(N2C(=O)c3cccc4c(C(=O)O)ccc(c34)C2=O)c1 | -3% | 13% | -2%
CSCCC(NC(=O)COc1ccccc1)C(=O)OCCOc1ccc(C)cc1 (stereo unspecified) | ? | ? | -15%
CN1CCN(c2nc(-c3ccccc3C(F)(F)F)nc3ccccc23)CC1 | nt | -5% | -9%
Cc1cc(C)nc(NC(=O)Cc2ccc([N+](=O)[O-])cc2)c1 | 10% | -14% | -1%
Cc1oc(=O)c(NC(=O)c2cccc(Cl)c2)cc1C(=O)c1ccccc1 | 1% | 29µM* | -16%
COc1ccc(OCC(O)CN(C)C(=O)C(C)Oc2ccccc2)cc1 (stereo unspecified) | 10% | -26% | -10%
CC1=C/C(=N\N=C2\NC(=O)C(CC(=O)Nc3ccccc3F)S2)CC(C)(C)C1 (stereo unspecified) | -22% | -16% | 2%
O=C(CN1CCCCCC1)N/N=C/c1cccs1 | -11% | -12% | 2%
CCOc1ccccc1N1CCN(CC(=O)NC(=O)NCc2ccco2)CC1 | -3% | 4% | 0%
Cc1ccc2cc(S(=O)(=O)NCCC(=O)O)ccc2c1 | -4% | -1% | 0%
Cc1ccccc1C(=O)NNC(=O)c1cccc([N+](=O)[O-])c1 | 2% | 3% | -6%
CCN(CC(=O)NC(C)(C)C)C(=O)c1ccc2c(c1)S(=O)(=O)c1ccccc1C2=O | -14% | -14% | -5%
COc1cccc2c(=O)c(C(=O)O)c[nH]c12 | 14% | -17% | -3%
CCOC(=O)CNc1ncnc2c1nnn2C | -12% | 20% | -12%
Cc1cc([N+](=O)[O-])nn1CC(=O)c1ccccc1 | -12% | -5% | -5%
Cc1cc(Cl)ccc1OCC(=O)NCCOC(=O)Nc1sc(=S)n(C)c1C | -3% | -21% | -2%
NC(CS(=O)O)C(=O)O (stereo unspecified) | -18% | 18% | nt
Cc1c(F)c(N2CCNC(C)C2)cc2c1c(=O)c(C(=O)O)cn2C1CC1 (stereo unspecified) | nt | 0% | -4%
Cc1ccsc1C1Nc2ccccc2-c2nc3ccccc3n21 (stereo unspecified) | -6% | ? | -22%
O=C(N/N=C/c1cc([N+](=O)[O-])ccc1O)C1CC1 | -6% | ? | -1%
CCCc1n[nH]c2c1/C(=N\OCC)CC(C)(C)C2 | -1% | -1% | -2%
Cc1c(OC(C(=O)O)c2ccccc2)ccc2c3c(c(=O)oc12)CCC3 (stereo unspecified) | -3% | 1% | -30%
COc1ccc(C(=O)C2CCCN(C(=O)c3cccs3)C2)cc1F (stereo unspecified) | 1% | -12% | 20%
Cn1c(=O)cc(OCC(=O)N2CCN(c3cccc(C(F)(F)F)c3)CC2)c2ccccc21 | 6% | 21µM* | -4%
O=C(N/N=C/C1C(c2ccccc2)C1(Cl)Cl)c1cccc(Br)c1 (stereo unspecified) | -22% | ? | -8%
CN(C)c1ccc(C(CNC(=O)c2ccc(C#N)cc2)c2c[nH]c3ccccc23)cc1 (stereo unspecified) | -6% | ? | -3%
CCOC(=O)c1c(C)[nH]c(C)c1C(=O)COC(=O)c1ccc(OC)c(OC)c1 | -11% | 8% | -2%
CCCc1cc(=O)oc2c(C)c(OCC(=O)c3ccc(N4CCCC4)cc3)ccc12 | -2% | ? | -4%
O=C(CCc1nnc(-c2ccc3c(c2)OCO3)o1)NC(c1cccnc1)C(F)(F)F (stereo unspecified) | -1% | -28% | -8%
O=c1cc(-c2ccccc2Cl)oc2ccc([N+](=O)[O-])c(O)c12 | -16% | ? | -10%[88.6 µM]
COCCNC(=O)CN(c1ccc(OC)c(OC)c1)S(=O)(=O)c1ccc(C)cc1 | 9% | 6% | -4%

Quoted from the listing:
TDP1 cell CPT with Cc1cc(C)nc(NC(=O)Cc2ccc([N+](=O)[O-])cc2)c1 = -14%
KAT2A inh with O=C(CCc1nnc(-c2ccc3c(c2)OCO3)o1)NC(c1cccnc1)C(F)(F)F (stereo unspecified) = -8%

(list continues)
SMILES | FEN1 inhibitor | TDP1 cell CPT | KAT2A inh
Cc1nc2c(C)c(C)c(C)c(C)c2nc1C | 8% | 7% | 11%
CC(C)OCCCN(C)C1CCN(S(=O)(=O)c2csc(C(N)=O)c2)CC1 | -5%&3% | -1%&-16% | -7%&-3%
COc1ccc(NS(=O)(=O)/C=C/c2ccccc2)cc1 | -1% | ? | -1%
CC(=O)c1cc(-c2ccccc2)n(CC(=O)N2CCC(N3CCCCC3)CC2)c1C | 9% | -3% | 0%
COC(=O)c1c(NC(=O)CCC(=O)O)sc2c1CCCCC2 | -3% | -6% | -4%
COc1cc(C(CCN2CCCCC2)c2c(OC)cc(OC)c3c(-c4ccccc4)cc(=O)oc23)cc(OC)c1OC (stereo unspecified) | 5%&-9% | 18µM* | 20%
COCCNC(=O)C1CC(=O)N(CCc2ccccc2)C1 (stereo unspecified) | 1% | 4% | ?
COc1cc(/C=N/NC(=O)CCc2n[nH]c(=O)[nH]c2=O)ccc1O | -2% | 22% | 0%
COc1cccc(C2=CC(c3ccccc3F)n3ncc(C(=O)Nc4ccc(C)cc4)c3N2)c1 (stereo unspecified) | -20% | ? | 0%
CCOC(=O)c1cc(-c2ccc(OC)c(S(=O)(=O)NCc3ccccc3Cl)c2)on1 | -11% | ? | -5%
O=C1CC(C(=O)Nc2ccc(O)c(C(=O)O)c2)C(c2ccccc2)O1 (stereo unspecified) | 4% | -22% | -7%
CCOc1ccc(C(=O)NC(=S)Nc2ccccc2N2CCOCC2)cc1Br | -1% | ? | -6%
Cc1ccc(CN2CCc3[nH]c(=O)[nH]c(=O)c3C2)cc1 | -15% | -22% | 2%
CCCc1nnc(NC(=O)CCC(=O)NCc2ccccc2)s1 | -16% | -5% | -5%
CCN(C)c1ccc(/C=N\n2nnnc2N)cc1 | 0% | 7.3µM* | -3%
COc1cccc(C(C)NC(=O)C2CCCC2)c1 (stereo unspecified) | 12% | -1% | -5%
COc1ccc2c(c1OC)C(C1c3c(cc4c(c3OC)OCO4)CCN1C)OC2=O (stereo unspecified) | -1% | ? | -7%
CCCCOc1ccc(NC2=NC3(CCCCC3)N=C(N)N2)cc1 | -12% | 5.2µM* | 1%
COc1cc2c(c3oc(-c4ccccc4)cc(=O)c13)C=CC(C)(C)O2 | ? | 16µM* | -4%
CC(=O)c1cccc(NC(=S)NC(=O)c2ccccc2C)c1 | 1% | 1% | -4%
O=c1cc(-c2ccc3c(c2)OCO3)oc2ccccc12 | -9% | -19% | -3%
COc1ccc(Nc2c3c(nc4ccc(NC(=O)c5cc(Cl)ccc5OC)cc24)CCCC3)cc1OC | -3% | 1.6µM* | -2%
Cn1c(=O)[nH]c2sc3c(c2c1=O)CC(C)(C)OC3 | 7% | -29% | 0%
CCOC(=O)C1C(=O)C=C(/C=C/c2ccc(N(C)C)cc2)CC1c1ccccc1 (stereo unspecified) | -5% | 12µM* | -3%
COc1cc(S(=O)(=O)N2CCN(c3ccccn3)CC2)ccc1Br | -3% | -13% | -8%

Record cards (already shown).
`COc1cccc(NC(=O)CSc2nnc(-c3cc(-c4ccccn4)nc4ccccc34)o2)c1` across the screens: FEN1 inhibitor = -3%; TDP1 cell CPT = -22%; KAT2A inh = -4%
`CN1CCN(c2nc(-c3ccccc3C(F)(F)F)nc3ccccc23)CC1` across the screens: FEN1 inhibitor = nt; TDP1 cell CPT = -5%; KAT2A inh = -9%

(list continues)
SMILES | FEN1 inhibitor | TDP1 cell CPT | KAT2A inh
CCCCN(CC)Cc1c(C)[nH]c2c(ccc3ccccc32)c1=O | -2% | -7% | -16%
COc1ccc(CCN(C(=O)COc2ccccc2)c2nc(-c3ccccc3)cs2)cc1OC | 9% | -26% | -6%
Cc1cc(C(F)F)n2nc(C(=O)Nc3sc4c(c3C(N)=O)CCC4)nc2n1 | ? | ? | -3%
CC(C)Oc1ccc(NC(N)=O)cc1 | 1% | 1% | 1%
CC(=O)Nc1ccccc1C(=O)C(=O)O | -4% | 3%[9.04 µM] | -8%
COc1cc2ccccc2cc1C(=O)O | -7% | -1% | -15%
COCCn1c(SCC(=O)c2[nH]c(C)c(C(C)=O)c2C)nc2ccccc2c1=O | -22% | ? | 4%
O=C(CC1NCCNC1=O)Nc1ccc([N+](=O)[O-])cc1 (stereo unspecified) | 2% | 23% | -10%
OC1CCN(Cc2cn(Cc3ccccc3)nc2-c2cc3ccccc3o2)CC1 | 2% | -9% | 0%
CC(C)COC(=O)C1C2C=CC3(CN(C(C)c4ccc(Br)cc4)C(=O)C13)O2 (stereo unspecified) | -1% | ? | -7%
CCOc1ccccc1-c1noc(CCCC(=O)Nc2cccc(C(F)(F)F)c2)n1 | -27% | 18µM* | -11%
CC(Sc1nnc(COc2ccc(Cl)cc2)n1Cc1ccco1)C(=O)N1CCNC1=O (stereo unspecified) | -4% | ? | 2%
CCN(CC)S(=O)(=O)c1ccc(NCCCn2ccnc2)c([N+](=O)[O-])c1 | -4% | ? | 0%
COc1cc(CN2CCC(CO)(CCOc3ccccc3)CC2)cc(OC)c1OC | 19% | -2% | -12%
CSc1ncc(Cl)c(C(=O)Nc2nnc(SC)s2)n1 | 1% | 0% | -12%
Cc1ccc(N(C(=O)Cn2nnc(-c3ccccc3)n2)C(C(=O)NC2CCCCC2)c2ccccn2)cc1C (stereo unspecified) | -4% | ? | -1%
CCOC(=O)N1CCN(C(=O)c2oc3ccc(S(=O)(=O)N4CCOCC4)cc3c2C)CC1 | -1% | -6% | 2%
Cc1cc(C(=O)Nc2c(C)nn(Cc3ccc(F)cc3)c2C)on1 | 21% | 8% | -5%
CC(=O)Nc1ccc2c(c1)ncn2-c1ccccc1 | 9% | 2% | 1%
